Source: PubChem (The Scripps Research Institute Molecular Screening Center)
FBW7 activator – human FBW7 E3 ligase activation, primary screen; actives 0.13% (n = 650,000); normalized activity (activation), % at 26.1 µM; Q969H0; AID 1259310; AlphaScreen FBW7–phospho-cyclin E peptide binding, activator screen; in the data active means normalized activity above about 1.9%;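 further: purified mutant Fbw7 with reduced substrate affinity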
GPR151 ag – activates the human receptor GPR151 | Q8TDV0 | PathHunter beta-arrestin GPR151 cells, luminescence | activation, % at 11.2 µM | actives 1% (n = 650,000) | AID 1508602; in the data active means activation above about 4.9%;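 further: 0% = median of compound wells and 100% = cells with positive control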
Target sequence (Q8TDV0 whole entry, looked up): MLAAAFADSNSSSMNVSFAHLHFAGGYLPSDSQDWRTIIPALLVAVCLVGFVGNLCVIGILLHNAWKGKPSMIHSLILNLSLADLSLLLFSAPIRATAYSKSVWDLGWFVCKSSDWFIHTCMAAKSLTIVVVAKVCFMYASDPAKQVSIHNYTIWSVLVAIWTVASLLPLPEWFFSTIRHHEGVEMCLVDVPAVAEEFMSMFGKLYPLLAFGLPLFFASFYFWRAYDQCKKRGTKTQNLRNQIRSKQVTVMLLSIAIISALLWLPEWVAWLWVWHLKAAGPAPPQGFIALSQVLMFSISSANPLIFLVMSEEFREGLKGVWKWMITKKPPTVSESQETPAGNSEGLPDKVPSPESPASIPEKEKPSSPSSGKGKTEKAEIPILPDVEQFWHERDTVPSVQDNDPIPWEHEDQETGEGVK
MITF primary – inhibitors of human MITF; inhibition, % at 2.6 µM; O75030; actives 0.91% (n = 650,000); AlphaScreen MITF homodimerization, bead proximity signal; in the data active means inhibition above about 50%;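 further: 0% = vehicle wells with protein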
Target sequence (O75030 whole entry, looked up): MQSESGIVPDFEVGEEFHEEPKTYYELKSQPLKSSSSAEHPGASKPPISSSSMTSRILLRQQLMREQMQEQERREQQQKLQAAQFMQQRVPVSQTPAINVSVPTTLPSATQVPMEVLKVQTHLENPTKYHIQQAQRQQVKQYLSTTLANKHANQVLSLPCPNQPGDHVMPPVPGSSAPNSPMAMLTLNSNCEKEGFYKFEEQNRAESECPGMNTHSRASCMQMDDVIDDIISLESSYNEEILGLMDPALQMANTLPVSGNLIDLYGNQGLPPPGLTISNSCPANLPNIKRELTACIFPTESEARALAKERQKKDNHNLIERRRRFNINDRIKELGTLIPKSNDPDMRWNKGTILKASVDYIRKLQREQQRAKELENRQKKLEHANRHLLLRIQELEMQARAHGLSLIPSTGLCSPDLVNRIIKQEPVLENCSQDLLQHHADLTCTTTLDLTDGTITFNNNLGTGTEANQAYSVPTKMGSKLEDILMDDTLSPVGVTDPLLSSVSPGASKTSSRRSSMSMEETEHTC
TEAD-YAP inh – TEAD-YAP interaction inhibition; inhibition, % at 9.12 µM; AID 1259422; actives 1.4% (n = 640,000); HEK-TIYL cells, TEAD-Gal4/YAP UAS-luciferase luminescence; in the data active means inhibition above about 32%;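 further: 0% = median of test compound wells and 100% = reference inhibitor wells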
The depositor's hits bear a star; & = joins results of further samples.

#1 CCc1ccccc1NC(=O)NC(=O)C(F)(F)F
#2 CCSc1ncc(Cl)c(C(=O)NCc2ccc3c(c2)OCO3)n1
#3 CCCCOC(=S)SCC(=O)Nc1ccc(C)cc1
#4 CN(c1cccc(NC(=O)c2ccccc2I)c1)S(C)(=O)=O
#5 COc1ccc(C2C(C(C)=O)=C(C)N=c3s/c(=C/c4ccc5c(c4)OCO5)c(=O)n32)cc1 (stereo not given)
#6 NC(=O)c1cc2cc(Br)ccc2oc1=Nc1ccc(-c2ccccc2)cc1
#7 COCCn1c(SCC(N)=O)nc2ccccc21
#8 O=C(CCc1cccc(Oc2ccc(F)cc2)c1)N1CCN(c2ncccn2)CC1

compound no.,1,2,3,4,5,6,7,8
FBW7 activator,-0.1,0.0,-0.2,0.0,0.2,0.1,-0.1,0.1
GPR151 ag,2.9,2.7,0.2,-0.5,0.1,2.8,0.7,-0.1
MITF primary,20,-12,-6,7,15,6,1,8
TEAD-YAP inh,8,5,-3,10,8,2,2,-5

Continued (2 carried over from the part before).
#7 COCCn1c(SCC(N)=O)nc2ccccc21
#8 O=C(CCc1cccc(Oc2ccc(F)cc2)c1)N1CCN(c2ncccn2)CC1
#9 CN1CCCN(c2c(Cl)cccc2NC(=O)c2ccc(Br)o2)CC1
#10 CCc1c(C)sc(NC(=O)c2cc(C(C)C)on2)c1C#N
#11 OCCC1CN(Cc2cccc3ncccc23)CCN1C1CCCC1 (stereo not given)
#12 O=C(O)CN1C(=O)c2cccc([N+](=O)[O-])c2C1=O
#13 CCOc1ccc2cc(C(=O)Nc3ccccc3)c(=O)oc2c1
#14 CC1=C(C(=O)OC(C)C)C(c2ccccc2F)NC(=S)N1 (stereo not given)
#15 CCOc1ccccc1Nc1nnc(SC(C)C(=O)NC(N)=O)s1 (stereo not given)
#16 N/C(=N\OC(=O)COc1cccc2ccccc12)c1ccc([N+](=O)[O-])cc1

compound no.,7,8,9,10,11,12,13,14,15,16
FBW7 activator,-0.1,0.1,-0.2,-0.1,0.0,-0.1,0.2,-0.1,-0.2,0.1
GPR151 ag,0.7,-0.1,2.7,-1.0,1.3,0.4,0.1,0.8,-3.3,3.8
MITF primary,1,8,-3,-4,6,17,17,12,-1,25
TEAD-YAP inh,2,-5,-10,-19,14,-4,-4,5,-9,2

#17 CCCCCC(=O)N1c2ccc(OCC)cc2-c2c(ssc2=S)C1(C)C
#18 CC(O)CC12CC3CC(CC(C3)C1)C2 (stereo not given)
#19 Clc1ccc2c(c1)C(c1ccccc1)=Nc1ccc(Cl)cc1C(c1ccccc1)=N2
#20 COC(=O)c1ccc(CSc2ccc([N+](=O)[O-])cc2)cc1
#21 Cc1ccc2c(C)nc(N3CCCC(NCC(C)(C)CO)CC3)nc2c1 (stereo not given)
#22 O=C(CN1CCCC1)Nc1cc(C(F)(F)F)ccc1Cl
#23 CCC(Oc1ccccc1)C(=O)Nc1cccc(NC(C)=O)c1 (stereo not given)
#24 NCCCC[C@@H]1NC(=O)[C@@H]2C[C@H](NCc3cc(F)ccc3F)CN2C1=O

compound no.,17,18,19,20,21,22,23,24
FBW7 activator,-0.8,0.2,-0.1,-0.1,-0.1,-0.1,0.9,0.0
GPR151 ag,0.2,0.2,0.0,-0.1,1.9,-0.1,-0.8,0.3
MITF primary,5,5,2,-2,2,-2,6,2
TEAD-YAP inh,-11,9,-10,4,2,-2,4,-3

#25 Oc1ccc(N=Nc2ncn[nH]2)c(O)c1
#26 Cc1cccc(N2C(=O)CC(N3CCN(C(=O)c4ccccc4)CC3)C2=O)c1 (stereo not given)
#27 O=C(N/C(=C\c1cc(Br)cs1)C(=O)N1CC2CC(C1)c1cccc(=O)n1C2)c1ccc(Cl)c([N+](=O)[O-])c1 (stereo not given)
#28 CC(C)CC1NC(=O)N(CC(=O)Nc2ccc(C(F)(F)F)cc2)C1=O (stereo not given)
#29 O=C(NCCNc1ccc([N+](=O)[O-])cc1C(F)(F)F)c1ccc(Cl)cc1
#30 CC(C)OC(=O)CSc1ncnc2sc3c(c12)CCC3
#31 C=CCOc1c(CC=C)cc(C=C2C(=O)NC(=O)NC2=O)cc1OCC
#32 COc1cccc(C(=O)N2CCN(C(=O)COc3ccccc3)CC2)c1

compound no.,25,26,27,28,29,30,31,32
FBW7 activator,-0.4,0.2,-0.1,0.5,-0.2,0.0,-1.0,0.6
GPR151 ag,-0.3,0.6,-0.8,1.4,1.9,-0.9,1.2,-0.4
MITF primary,92*,9,2,9,6,-9,-16,4
TEAD-YAP inh,11,-4,5,-4,12,-6,-5,-8

The final two entries of the section before come first, to join the parts:
#31 C=CCOc1c(CC=C)cc(C=C2C(=O)NC(=O)NC2=O)cc1OCC
#32 COc1cccc(C(=O)N2CCN(C(=O)COc3ccccc3)CC2)c1
#33 COc1ccccc1N(CC(=O)N1CCCC1)S(=O)(=O)c1ccc(C)cc1
#34 CCCN1CCN(C(=O)CC2(c3ccccc3F)CC(=O)N(CCN(C)C)C2=O)CC1 (stereo not given)
#35 O=C(CCC(=O)Nc1ccc(Br)cc1)N/N=C/c1c(O)ccc2ccccc12
#36 CCc1ccc(-c2cc(C(=O)OCC(=O)c3ccccc3)c3cc(C)ccc3n2)cc1
#37 CCOC(=O)/C=C(C)/C=C/C=C(C)/C=C/c1c(C)cc(OC)c(C)c1C
#38 O=C(NC1CS(=O)(=O)CC1Cl)C(Cc1ccccc1)n1cccc1 (stereo not given)
#39 C=CCC1(CC=C)CCCN1C(=O)CC1C(=O)NCCN1C(C)C (stereo not given)
#40 C/C(=N\NC(N)=S)c1cc2c(ccc3ccccc32)oc1=O

compound no.,31,32,33,34,35,36,37,38,39,40
FBW7 activator,-1.0,0.6,0.0,0.6,-0.1,0.6,0.3&-0.1,0.0,-0.2,-1.3
GPR151 ag,1.2,-0.4,1.5,1.9,-0.8,0.1,-0.7&0.0,0.7,0.5,1.0
MITF primary,-16,4,2,8,3,12,13&11,8,6,-7
TEAD-YAP inh,-5,-8,-8,3,2,4,12,11,9,-6

#41 Cc1ccc(Cl)cc1NC(=O)CN1C(=O)c2cccc([N+](=O)[O-])c2C1=O
#42 COc1ccc(NC(=O)CSc2nc3cc4c(cc3cc2C#N)OCO4)c(OC)c1
#43 O=C(OC(C(=O)O)C(OC(=O)c1ccccc1)C(=O)Nc1ccc(Cl)cc1)c1ccccc1 (stereo not given)
#44 CCOC(=O)C1=CN(c2ccc(C)c(C)c2)C=C(C(=O)OCC)C1c1ccccc1OC
#45 CC(=O)NS(=O)(=O)c1ccc(NC(=S)NC(=O)c2ccc(Cl)cc2)cc1
#46 CCCCCn1c(SCc2cccc(Cl)c2)nc2cc(C(=O)N3CCN(C(=O)OCC)CC3)ccc2c1=O
#47 Brc1cccc(-c2ccc(/C=N/Nc3nn[nH]n3)o2)c1
#48 O=C1/C(=C/c2ccc(Cl)cc2)C=C(c2ccccc2)N1c1ccc(Cl)cc1

compound no.,41,42,43,44,45,46,47,48
FBW7 activator,0.0,0.4,-0.1,0.2,0.0,0.0,-0.5,0.1
GPR151 ag,-0.4,0.1,-1.5,-0.6,3.0,0.0,0.4,0.4
MITF primary,14,-5,2,-1,1,19,1,7
TEAD-YAP inh,14,2,3,3,1,4,0,-3

#49 COc1ccc(-c2noc(-c3ccccn3)n2)cc1OC
#50 CC(OCCN(C)C)C(=O)C12CC3CC(CC(C3)C1)C2 (stereo not given)
#51 Cc1cc(Cl)ccc1OCCCC(=O)N(CCC#N)CCC#N
#52 O=C1c2ccccc2C(=O)N1CCN1CCc2ccccc21
#53 COc1cc(/C=C2/NC(=O)NC2=O)ccc1OCC(=O)Nc1ccccc1
#54 COc1cc(C(C)=O)ccc1OCC(O)CNCC(O)c1ccccc1 (stereo not given)
#55 O=[N+]([O-])c1cc(S(=O)(=O)Nc2ccc(Br)cc2)ccc1N1CCCC1
#56 COCCN1C(=O)/C(=C\c2cccc(OC)c2)C(C(=O)OC)=C1C

compound no.,49,50,51,52,53,54,55,56
FBW7 activator,-0.1,-0.2,0.3,-0.3,0.0,-0.1,0.3,0.1
GPR151 ag,-6.6,0.2,0.8,-0.5,0.3,-0.9,1.7,-0.9
MITF primary,13,-4,12,-8,-12,35,10,-10
TEAD-YAP inh,-48,-3,-16,-41,-13,-6,3,-1

#57 O=C(CSc1ccc2nnc(-c3ccc(F)cc3)n2n1)NC1CCCCC1
#58 CCOC(=O)C1CCN(C(=O)COc2ccc(C(C)C)cc2Br)CC1
#59 COc1ccc(-c2csc(NC(=O)COc3ccc(C#N)cc3)n2)cc1
#60 CN1C(=O)C(=Cc2ccc(I)o2)C(=O)N(C)C1=S
#61 O=c1c2ccccc2nnn1Cc1ccc2c(c1)OCO2
#62 CCOC(=O)N1CCc2c(sc3ncn(C)c(=O)c23)C1
#63 Cc1nc(N2CCN(C(=O)C3CCCCC3)CC2)c2c3c(sc2n1)CCCC3
#64 N#CC1(NC(=O)COc2cc(F)ccc2[N+](=O)[O-])CCCCC1

compound no.,57,58,59,60,61,62,63,64
FBW7 activator,0.0,0.2,0.0,-0.4,0.1,-0.1,-0.1,0.0
GPR151 ag,1.7,-1.0,-1.3,0.9,-0.8,1.0,-1.2,3.4
MITF primary,6,-7,16,81*,-7,-5,1,-2
TEAD-YAP inh,-34,9,3,-1,-8,15,-5,-2

#65 CN1CCCN(Cc2cccc(Br)c2)CC1
#66 COCCCNC(=O)CSc1nc2ccccc2c2nc(-c3ccc([N+](=O)[O-])cc3)nn12
#67 CCCOc1ccc(C(=O)Nc2ccc3oc(-c4cccc5c(Br)cccc45)nc3c2)cc1
#68 O=[N+]([O-])c1ccc(Nc2ccc(Cl)c(Cl)c2)nc1
#69 COc1ccc(/C=C(/C#N)C(=O)Nc2ccc(C)cc2)cc1C(=O)O
#70 COc1cccc(C2=NN(CCO)c3nc4c(c(=O)n(C)c(=O)n4C)n3C2)c1
#71 c1ccc(C2=NNc3nc4c5ccccc5ccc4n3C2)cc1
#72 O=[N+]([O-])c1ccc(NCCN2CCOCC2)c([N+](=O)[O-])c1

compound no.,65,66,67,68,69,70,71,72
FBW7 activator,0.4,0.2,0.1,-0.1,-0.1,0.9,0.1,0.2
GPR151 ag,0.2,-0.1,0.2,-0.8,-0.7,3.2,1.0,0.3
MITF primary,41,2,-5,-4,-4,3,-9,6
TEAD-YAP inh,-8,-5,18,5,-2,13,-8,-7

#73 COC(=O)c1ccc(NC(=O)COc2cccc(C)c2C)cc1
#74 c1cc(N2CCOCC2)ccc1CN1CCn2cnnc2C1
#75 CC(C)NS(=O)(=O)c1ccc(NC(=O)CCN2C(=O)C3CCCCC3C2=O)cc1 (stereo not given)
#76 CCOC(=O)C1=C(C)N=c2s/c(=C/c3ccc(F)cc3)c(=O)n2C1c1ccccc1 (stereo not given)
#77 CN(C(=O)C1CC1)c1nnc(-c2ccncc2)s1
#78 COc1cc(NC2=NS(=O)(=O)c3ccccc32)c(OC)cc1NC(=O)c1ccccc1
#79 CCC1Sc2ccccc2N(CC(=O)NC2CCCC2)C1=O (stereo not given)
#80 COC(=O)C1=C(C)Nc2[nH]c(=O)[nH]c(=O)c2C1c1ccc(Cl)cc1 (stereo not given)

compound no.,73,74,75,76,77,78,79,80
FBW7 activator,0.3,0.7,0.0,0.1,-1.4,0.0,0.2,0.2
GPR151 ag,1.3,1.1,1.7,-0.7,0.4,3.3,-0.9,0.1
MITF primary,8,9,6,7,-9,-5,9,2
TEAD-YAP inh,7,0,0,-4,-21,3,0,-1

#81 Cc1nc([N+](=O)[O-])c(Br)n1CC(=O)c1cccc([N+](=O)[O-])c1
#82 NCCCC[C@@H]1NC(=O)[C@@H]2C[C@H](NC(=O)c3cc(Cl)cc(Cl)c3)CN2C1=O
#83 CCCCn1c(CNC(=O)Cc2ccc(OC)cc2)nnc1SCC(=O)Nc1sc2c(c1C(=O)OCC)CCCC2
#84 O=C(CSCC(=O)Nc1cccc(Cl)c1)Nc1ccccc1
#85 NC(=O)c1ccsc1NC(=O)c1ccccc1F
#86 COC(=O)CC[C@H](NC(=O)C1CCCN1c1nc(C)c2ccccc2n1)C(=O)OC (stereo not given in full)
#87 Cc1ccccc1-c1ccc(C(=O)N2CCN(C)CC2)c(NCc2cccnc2)n1
#88 O=S(=O)(NCC(c1cccs1)S(=O)(=O)c1cccs1)c1cc(F)ccc1F (stereo not given)

compound no.,81,82,83,84,85,86,87,88
FBW7 activator,0.0,0.0,0.4,0.9,0.0,0.1,0.3,-0.1
GPR151 ag,1.3,-0.2,-1.2,-1.1,-0.7,1.4,-0.5,0.6
MITF primary,-5,4,-4,12,3,7,-1,0
TEAD-YAP inh,6,-5,2,12,-44,1,1,-6

#89 O=S(=O)(c1cc(-c2nc3ccccc3s2)ccc1Cl)N1CCOCC1
#90 CCOC(=O)/C(=N\Nc1cccc(C(F)(F)F)c1)N1CC(C)OC(C)C1 (stereo not given)
#91 O=S(Cc1ccc(Cl)cc1)CC(O)COc1ccc(Cl)cc1 (stereo not given)
#92 COc1ccc(CC(=O)NNS(=O)(=O)c2ccccc2)cc1OC
#93 O=C(NCc1ccco1)c1ccccc1I

compound no.,89,90,91,92,93
FBW7 activator,0.1,0.1,-0.2,0.1,-0.1
GPR151 ag,-0.1,1.3,-0.6,-0.5,0.1
MITF primary,13,11,-34,-4,12
TEAD-YAP inh,2,4,0,1,5
